Assay outcomes as filed in PubChem BioAssay.
APJ agonist – activates the human apelin receptor APJ | P35414 | activation, % at 20 µM | CHO-K1 APJ PathHunter beta-arrestin, luminescence; 0% DMSO wells, 100% apelin | 330,000 compounds, 0.11% hits | AID 2520;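 active means activation more than six SD over the plate average, tested at 20 µM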;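 further: 0% = DMSO alone and 100% = apelin-13 at 10 nM; some results filed as inactive read as strong as hits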
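Assay system: CHO-K1 APJ beta-arrestin complementation cell line / Compound: single test compound dose, 20 µM final, 1% DMSO / Times: overnight seeding, 90 min compound at 25 °C, 1 h detection / Technique: beta-gal luminescence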
EBI2 antag – EBI2 (human) antagonism | EBI2 beta-arrestin recruitment, luminescence, 7a,25-OHC stimulated | P32249 | inhibition, % at 5 µM | 360,000 compounds, 0.81% hits | AID 651636; in the data active means inhibition above about 38%;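 further: enzyme fragment complementation signal reports receptor beta-arrestin coupling in cells; 0% = agonist plus DMSO wells and 100% = wells without agonist; some results beyond the cut were filed as inactive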
UBC13 polyUb – inhibitors of human UBC13 polyubiquitin chain formation. inhibition, % at 20 µM. P61088. 330,000 compounds, 0.47% hits. TR-FRET; in the data active means inhibition above about 45%, passing the limit was not always enough
Target sequence (P61088 whole entry, looked up): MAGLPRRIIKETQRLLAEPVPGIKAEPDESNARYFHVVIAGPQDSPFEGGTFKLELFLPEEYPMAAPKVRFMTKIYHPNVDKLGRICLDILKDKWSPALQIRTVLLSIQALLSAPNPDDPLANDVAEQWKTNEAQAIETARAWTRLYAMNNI
APJ antag – APJ receptor antagonism | P35414 | CHO-K1 APJ beta-arrestin complementation, luminescence | inhibition, % at 20 µM | 330,000 compounds, 0.32% hits | AID 2521;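 active means inhibition above about 40% at 20 µM, limit read from the data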;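 further: cells challenged with 10 nM apelin-13 agonist together with compound; plate controls were apelin-13 plus DMSO wells for no effect and DMSO wells lacking apelin-13 for full effect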
Gli-Sufu block – blocks Gli-Sufu signaling in a luciferase reporter; 340,000 compounds, 0.74% hits; inhibition, % at 5 µM; Sufu-KO-LIGHT fibroblasts, Gli luciferase reporter luminescence;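 active means inhibition above about 55%, limit read from the data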;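 further: 0% = DMSO-treated cells and 100% = wells with medium but no cells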
ATG4B inhibitor – blocks human ATG4B protease cleavage of LC3 substrate; 340,000 compounds, 0.51% hits; inhibition, % at 8.33 µM; ATG4B cleavage of LC3-PLA2, NBD-HPC fluorescence, 1 h; AID 504462; in the data active means inhibition above about 40%
Target sequence (Q9Y4P1 whole entry, looked up): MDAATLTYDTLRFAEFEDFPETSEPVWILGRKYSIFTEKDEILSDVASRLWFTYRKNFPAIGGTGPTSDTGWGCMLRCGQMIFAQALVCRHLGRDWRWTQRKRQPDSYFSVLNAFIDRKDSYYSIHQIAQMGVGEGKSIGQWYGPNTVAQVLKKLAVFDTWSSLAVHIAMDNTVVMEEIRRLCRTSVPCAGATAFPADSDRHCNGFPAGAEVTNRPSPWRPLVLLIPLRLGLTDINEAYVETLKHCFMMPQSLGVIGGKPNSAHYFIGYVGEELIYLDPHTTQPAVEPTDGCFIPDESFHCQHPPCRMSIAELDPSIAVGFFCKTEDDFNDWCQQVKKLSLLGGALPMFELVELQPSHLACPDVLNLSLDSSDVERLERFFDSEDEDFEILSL
CXCR6 block – inhibitors of human CXCR6 receptor; AID 602244; O00574; 360,000 compounds, 0.36% hits; inhibition, % at 20 µM; CHO-K1 PathHunter CXCR6 beta-arrestin, luminescence; in the data active means inhibition above about 34%, passing the limit was not always enough;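 further: antagonist mode with CXCL16 agonist at 10 nM final; 0% = 10 nM CXCL16 with DMSO and 100% = unstimulated wells without agonist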
Target sequence (O00574 whole entry, looked up): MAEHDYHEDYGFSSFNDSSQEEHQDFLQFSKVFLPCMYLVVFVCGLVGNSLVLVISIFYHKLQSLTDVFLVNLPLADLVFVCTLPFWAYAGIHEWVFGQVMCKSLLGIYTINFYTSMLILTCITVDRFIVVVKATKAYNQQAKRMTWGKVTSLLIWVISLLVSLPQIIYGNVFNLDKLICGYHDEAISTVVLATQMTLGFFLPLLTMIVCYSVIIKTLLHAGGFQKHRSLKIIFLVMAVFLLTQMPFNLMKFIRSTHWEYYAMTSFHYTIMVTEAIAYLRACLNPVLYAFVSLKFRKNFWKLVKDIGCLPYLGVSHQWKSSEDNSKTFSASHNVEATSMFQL
CCR6 antagonist – antagonists of human CCR6 receptor | AID 493098 | inhibition, % at 20 µM | CHO-K1 CCR6 PathHunter beta-arrestin, luminescence, CCL20-stimulated | 340,000 compounds, 0.49% hits;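 active means compounds whose inhibition of the agonist-driven luminescence signal at 20 µM reaches about 50%, limit read from the data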;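 further: cells stimulated with CCL20 at 14 nM final; plate controls were DMSO with CCL20 for no effect and DMSO without agonist for full effect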
Starred values were filed as active, the others as inactive; x = no result given; & = joins results of further samples.

SMILES | APJ agonist | EBI2 antag | UBC13 polyUb | APJ antag | Gli-Sufu block | ATG4B inhibitor | CXCR6 block | CCR6 antagonist
COC(=O)c1cc(S(=O)(=O)N2CCCCC2C)c[nH]1 (stereo not drawn) | -4 | -6 | 5 | 14 | -3 | -2 | 7 | 5
CCOc1ccc(NC(=O)C(=O)N/N=C/c2ccccc2F)cc1 | -1 | -3 | 0 | 9 | -8 | -2 | 2 | -2
COC(=O)c1cc(=O)n2c(sc3ccccc32)c1C#N | 0 | -15 | -6 | -4 | -1 | -3 | -6 | 5
COc1ccc(CN(C)CC(=O)NC(=O)Nc2ccccc2F)cc1 | -4 | 9 | 2 | -6 | -32 | -7 | -5 | 1
O=C(CNC(=O)C1CCCCC1)Nc1cc(Cl)cc(Cl)c1 | -4 | 15 | 0 | -11 | 10 | -7 | -7 | 8
Cc1ccc(Cl)cc1NC(=O)Nn1cnnc1 | 0 | 2 | 1 | 7 | -3 | -3 | 0 | 5
Cc1cccc2sc(NC(=O)C3=NN(c4ccccc4)C(=O)CC3)nc12 | -3 | 2 | -9 | -8 | 0 | -9 | -6 | 4
Cc1ccc2nc(NC(=O)c3ccc(OCC4CCCO4)cc3)sc2c1 (stereo not drawn) | 2 | -24 | -11 | 7 | -38 | -22 | -8 | -19
O=C(O)c1nn(CC(=O)N(C2CCCCC2)C2CCCCC2)c(=O)c2ccccc12 | -4 | 35 | 4 | 14 | 0 | 0 | 4 | 11
CCc1ccc2nc(N)sc2c1 | -3 | -14 | 7 | 11 | -65 | -3 | -15 | 5
Cc1ccc(S(=O)(=O)CCC(=O)OCc2nnc(-c3ccccc3Br)o2)cc1 | -4 | -6 | -14 | 3 | -2 | -20 | 2 | 7
CC1CC(=O)Nc2ccccc2N1C(=O)CSc1nnnn1C (stereo not drawn) | 0 | -9 | 8 | 5 | -4 | -3 | 2 | 0
O=C1c2ccccc2C(O)N1Cc1ccc2c(c1)OCO2 (stereo not drawn) | 5 | -2 | 5 | 12 | -3 | -7 | -2 | -1
C=C(C)CSc1nnc(-c2ccccc2)n1N | 0 | -3 | -4 | 1 | -22 | 1 | 2 | 11
CC(Oc1ccc2c3c(c(=O)oc2c1)CCCC3)C(=O)NCc1cccnc1 (stereo not drawn) | -2 | -4 | 1 | 22 | 0 | -8 | -2 | 2
COc1cc2c(c(OCC(=O)NC(C)C)c1)C(=O)O[C@@H](C)CCCC(=O)CCCCC2 | 0 | 5 | 5 | 0 | 1 | -8 | 3 | 12
N=c1sccn1CC(=O)Nc1ccc([N+](=O)[O-])cc1Cl | -4 | -13 | -7 | -12 | 0 | 3 | -12 | 7
C=CCSc1nnc(-c2c[nH]c3ccccc23)n1CC | x | -4 | x | x | -9 | 11 | -7 | 7
CC#CCN1c2ccccc2[C@]23C[C@@H](C(=O)OC)N(C(=O)OCC)C2=NC(C(=O)OC)=C(C(=O)OC)[C@H]13 | 3 | -3 | 6 | 15 | 16 | 1 | 2 | 2
O=C1NCC(c2ccccc2)C1C(=O)N/N=C\c1ccc(-c2ccc(Cl)c(Cl)c2)o1 (stereo not drawn) | 0 | -4 | 8 | 8 | 8 | -10 | -6 | -8
Cc1ncsc1CCOC(=O)c1cccc([N+](=O)[O-])c1 | -4&-2 | -9&-10 | 14&1 | -4&-9 | -1&-5 | -3&0 | 2&-2 | 3&5
O=C(O)C1CC=CCC1C(=O)NC12CC3CC(CC(C3)C1)C2 (stereo not drawn) | -1 | -10 | -5 | -11 | 1 | -10 | 2 | -2
CC(C)(/C=N/O)/[N+]([O-])=C/c1ccccc1C(F)(F)F | -2 | 0 | 2 | -19 | -3 | -6 | -1 | -2
COc1ccc(C(=O)N(C)C2CCCCC2)cc1OC1CCN(C(C)C)CC1 | -3 | 4 | -4 | 3 | 23 | 7 | -8 | 4
Oc1ccc(/C=N/N=C/c2ccc(O)cc2)cc1 | -5 | 9 | -13 | 3 | -6 | 0 | 6 | 0

Continuation:
SMILES | APJ agonist | EBI2 antag | UBC13 polyUb | APJ antag | Gli-Sufu block | ATG4B inhibitor | CXCR6 block | CCR6 antagonist
CC(=O)c1ccc(-c2ccc(C(=O)Nc3nc(-c4ccccn4)cs3)o2)cc1 | -1 | -20 | -32 | 5 | -63 | -8 | -12 | 3
Cc1c(CCC(=O)O)c(=O)oc2cc3occ(C(C)(C)C)c3cc12 | -1 | 8 | -2 | 5 | 2 | 44* | 9 | 9
O=c1oc(CCO)cc2ccccc12 | -3 | -4 | 4 | 8 | -8 | 9 | -2 | 17
O=C(CSc1ccc(-c2ccccc2)nn1)N1CCOCC1 | 3 | -12 | -2 | -20 | -26 | -5 | -10 | 9
COc1ccc(CNC(=O)c2ccc(-c3ccccc3)cc2)cc1 | -3 | 23 | 4 | 2 | 9 | -9 | 6 | -1
COc1ccc(C(CNC(=O)COc2ccc(F)cc2Br)N2CCCC2)cc1 (stereo not drawn) | -4 | 4 | -5 | 15 | 27 | 7 | -14 | 16
CC(=O)c1c(OC(=O)c2ccccc2Br)ccc2c(C)cc(=O)oc12 | -3 | 0 | -4 | 30 | 4 | -2 | 23 | 26
CCOC(=O)C1CCN(Cc2cnc(Oc3ccc(N)cc3)s2)CC1 | 0 | -18 | -4 | -20 | 3 | -7 | -5 | 6
COc1ccc(-c2nnn(CC(=O)N(CC3CCCO3)C(C(=O)NC(C)(C)C)c3ccco3)n2)cc1OC (stereo not drawn) | -2 | 0 | 0 | -4 | -2 | -3 | 6 | 0
COc1ccccc1N1CCN(C(=O)/C=C/c2ccco2)CC1 | -1 | 7 | -10 | 19 | -13 | -8 | 5 | 9
O=C(CSc1nnc(CNC(=O)c2cccc(C(F)(F)F)c2)o1)NC1CCCCC1 | 8 | 2 | -2 | -19 | -1 | -4 | -10 | 9
N#CCNC1CC(=O)N(c2ccc(F)cc2)C1=O (stereo not drawn) | -2 | -11 | 2 | 15 | -7 | 3 | 10 | -5
CC(C)OC(=O)c1ccc(COC(=O)c2cnccn2)cc1 | -1 | 1 | 6 | -3 | -8 | -8 | 0 | 9
O=C(COC(=O)c1cncc(Br)c1)NCCC1=CCCCC1 | 1 | -6 | -2 | -1 | -4 | 2 | 1 | -8
CCOc1nc(-c2ccncc2)nc2ccccc12 | -1 | 0 | -2 | 7 | -1 | 6 | -4 | 35
CCCCC(=O)N1CCN(c2nc3ccc(Br)cc3s2)CC1 | 1 | 10 | 4 | -13 | 16 | 5 | -10 | 0
Cc1noc2ncnc(N3CCCCC3)c12 | -2 | 7 | 12 | 11 | 4 | -2 | 1 | 1
CC(=O)Nc1ccc(-c2cc(C(=O)O)c3ccccc3n2)cc1 | -3 | 1 | 18 | -3 | 5 | 0 | 7 | 9
O=C(CCc1ccccc1)N1CCCC1 | -2 | -5 | 4 | 2 | -4 | 0 | -1 | 5
O=C(COC(=O)c1cc2ccccc2cc1O)NC(=O)NCc1ccco1 | 1 | 11 | -1 | -12 | -3 | -12 | 0 | 4
COC(=O)c1ccc(NC(=O)CSc2nnc(Cc3cccn3C)n2-c2ccc(F)cc2)cc1 | -3 | -2 | 3 | -39 | 1 | -12 | 3 | 11
Cc1cc2nnc(SC3CCCCN(C(=O)c4ccc(F)cc4)C3=O)n2c2ccccc12 (stereo not drawn) | -4 | 3 | 7 | -10 | 14 | -3 | 14 | -1
Nc1ncnc2c1ncn2[C@@H]1O[C@H](CNCc2ccc(-n3cccn3)cc2)[C@@H](O)[C@H]1O | 9 | 3 | -13 | -7 | 4 | 9 | 4 | 0
NC(=O)c1cc(-c2cccnc2)nc2ccc(Br)cc12 | -7 | -1 | -18 | -4 | -1 | -1 | -8 | -2
Cc1ccc(C(=O)COC(=O)COc2ccccc2[N+](=O)[O-])s1 | -4 | -5 | -3 | 5 | -3 | -3 | 6 | -2

One compound at a time (already shown). Screens in order: APJ agonist, EBI2 antag, UBC13 polyUb, APJ antag, Gli-Sufu block, ATG4B inhibitor, CXCR6 block, CCR6 antagonist
N=c1sccn1CC(=O)Nc1ccc([N+](=O)[O-])cc1Cl across the screens: -4, -13, -7, -12, 0, 3, -12, 7
Cc1cccc2sc(NC(=O)C3=NN(c4ccccc4)C(=O)CC3)nc12 across the screens: -3, 2, -9, -8, 0, -9, -6, 4
CC(=O)c1c(OC(=O)c2ccccc2Br)ccc2c(C)cc(=O)oc12 across the screens: -3, 0, -4, 30, 4, -2, 23, 26
O=C(O)c1nn(CC(=O)N(C2CCCCC2)C2CCCCC2)c(=O)c2ccccc12 across the screens: -4, 35, 4, 14, 0, 0, 4, 11

2 compounds drawn at random from those above, as already listed:
SMILES | APJ agonist | EBI2 antag | UBC13 polyUb | APJ antag | Gli-Sufu block | ATG4B inhibitor | CXCR6 block | CCR6 antagonist
Nc1ncnc2c1ncn2[C@@H]1O[C@H](CNCc2ccc(-n3cccn3)cc2)[C@@H](O)[C@H]1O | 9 | 3 | -13 | -7 | 4 | 9 | 4 | 0
Cc1cc2nnc(SC3CCCCN(C(=O)c4ccc(F)cc4)C3=O)n2c2ccccc12 (stereo not drawn) | -4 | 3 | 7 | -10 | 14 | -3 | 14 | -1

More compounds.
SMILES | APJ agonist | EBI2 antag | UBC13 polyUb | APJ antag | Gli-Sufu block | ATG4B inhibitor | CXCR6 block | CCR6 antagonist
C#CCCOC(=O)N1C2=NC(C(=O)OC)=C(C(=O)OC)[C@@H]3N(CC=C)c4ccccc4[C@]23C[C@H]1C(=O)OC | -2 | -1 | -4 | 1 | 5 | -16 | -3 | 4
O=C(c1ccccc1F)N1CCN(Cc2cccc(Cl)c2)CC1 | 0 | -13 | 4 | 12 | 2 | 3 | 4 | 37
CC1CCc2c(sc3ncnc(SCC(=O)N(C)C4CCS(=O)(=O)C4)c23)C1 (stereo not drawn) | -3 | 10 | 9 | 5 | 9 | -4 | -1 | 2
NC(=O)c1cc(-c2ccccc2)nc2ccc(Br)cc12 | 1 | -10 | -16 | 14 | 4 | -12 | -5 | 4
CC(C)C[C@@]12C(=O)N(c3cccc(Br)c3)C(=O)N1[C@H](c1ccc(Cl)cc1)[C@@H]1C(=O)N(C3CCCCC3)C(=O)[C@@H]12 | 3 | -14 | -19 | -58 | 3 | 3 | -5 | -7
O=C(CNC(=O)c1ccc(Br)cc1)OCC(=O)c1ccccc1 | 1 | -5 | 1 | 12 | -8 | 4 | 1 | 6
CC(O)(C#CCN1CCCC1)c1ccccc1 (stereo not drawn) | 0 | -9 | -4 | -16 | 1 | -2 | -4 | -9
N#Cc1ccccc1S(=O)(=O)N1CCN(CC(=O)NCC2(N3CCOCC3)CCCCC2)CC1 | -1 | 0 | -7 | 0 | 7 | 1 | 5 | 4
O=C(CCN1C(=O)c2ccccc2C1=O)Nc1ccc(-c2nc3ccccc3o2)cc1 | -5 | -5 | -13 | -15 | -53 | -2 | -2 | 1
O=C(COc1ccccc1)NCCc1nc2ccccc2[nH]1 | 0 | 1 | 1 | 0 | 11 | -7 | -3 | -11
O=C(Cc1ccccc1Cl)N1CCN(c2ccccn2)CC1 | 2 | 7 | -7 | -4 | -8 | -4 | -6 | -2
COc1ccccc1NS(=O)(=O)c1cc(NC(=O)c2ccccc2F)ccc1N1CCOCC1 | -1 | 13 | -13 | 1 | 16 | 4 | 2 | 12
COc1cc([N+](=O)[O-])ccc1-c1ccc(/C=N/NC(N)=O)o1 | 1 | -4 | -26 | -33 | -9 | -1 | -10 | 14
